AHR act: human AHR activation; P35869; AHR-responsive luciferase reporter cells, luminescence; activation, % at 5 µM; 320,000 tested, 2.5% active; AID 2796; in the data active = activation above about 47%;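 also: 0% = vehicle wells and 100% = reference agonist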
Fam108B counter: blocks mouse Fam108B hydrolase in RBBP9 counter-screen | recombinant Fam108B, FP-Rh probe fluorescence polarization | inhibition, % at 9.51 µM | 300,000 tested, 0.33% active;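 active = inhibition above the screen mean inhibition plus 3 SD, computed separately per campaign, cut at about 18% in these data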;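 also: inhibitors lower polarization as less probe binds the enzyme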
GLD-1 RNA inh: GLD-1-TGE RNA interaction inhibition (C. elegans) | Q17339 | purified GLD-1 + fluorescein TGE RNA, fluorescence polarization | inhibition, % at 5.96 µM | 320,000 tested, 0.44% active;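 active = percent inhibition above a per-plate cutoff, the plate mean of test compounds plus 3 SD, cut at about 30% in these data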;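 also: 0% = DMSO wells with GLD-1 and probe and 100% = wells lacking GLD-1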
BCLXL inh: blocks human Bcl-xL binding to Bim BH3 peptide; 320,000 tested, 0.7% active; GST-Bcl-xL / FITC-Bim BH3 peptide fluorescence polarization; inhibition, % at 10.9 µM;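 active = inhibition above the mean of all tested compounds plus 3 SD, cutoff set per campaign, cut at about 30% in these data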;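 also: 0% = DMSO wells and 100% = unlabeled Bim-BH3 peptide competitor; inhibitors lower millipolarization by displacing the labeled peptide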
Target sequence (Q07817 whole entry, looked up): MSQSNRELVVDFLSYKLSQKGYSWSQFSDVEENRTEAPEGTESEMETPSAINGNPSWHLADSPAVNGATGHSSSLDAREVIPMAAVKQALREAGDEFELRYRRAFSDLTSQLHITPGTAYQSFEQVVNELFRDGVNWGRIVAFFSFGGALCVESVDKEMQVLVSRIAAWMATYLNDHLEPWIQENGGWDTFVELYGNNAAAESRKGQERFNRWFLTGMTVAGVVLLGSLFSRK
MCL1 BIM primary: disrupts human MCL1 binding to BIM-BH3 peptide | GST-MCL1 / FITC-Bim-BH3 fluorescence polarization | inhibition, % at 10.9 µM | 320,000 tested, 0.68% active | AID 2057;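 active = inhibition above the mean inhibition of all tested compounds plus 3 SD, set per campaign, cut at about 40% in these data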;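 also: 0% = DMSO wells and 100% = unlabeled Bim-BH3 peptide control; higher means more loss of mP so more displacement of Bim peptide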
pPAFAH FP inh: inhibitors of human plasma PAF acetylhydrolase (pPAFAH); Q13093; recombinant pPAFAH, FP-rhodamine probe fluorescence polarization; inhibition, % at 3.39 µM; 330,000 tested, 1.5% active; AID 463082;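 active = inhibition above the mean inhibition across the screen plus 3 SD, cut at about 25% in these data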;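 also: inhibitors block binding of the rhodamine activity-based probe so polarization drops; 0% = enzyme with DMSO and 100% = wells lacking pPAFAH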
Target sequence (Q13093 whole entry, looked up): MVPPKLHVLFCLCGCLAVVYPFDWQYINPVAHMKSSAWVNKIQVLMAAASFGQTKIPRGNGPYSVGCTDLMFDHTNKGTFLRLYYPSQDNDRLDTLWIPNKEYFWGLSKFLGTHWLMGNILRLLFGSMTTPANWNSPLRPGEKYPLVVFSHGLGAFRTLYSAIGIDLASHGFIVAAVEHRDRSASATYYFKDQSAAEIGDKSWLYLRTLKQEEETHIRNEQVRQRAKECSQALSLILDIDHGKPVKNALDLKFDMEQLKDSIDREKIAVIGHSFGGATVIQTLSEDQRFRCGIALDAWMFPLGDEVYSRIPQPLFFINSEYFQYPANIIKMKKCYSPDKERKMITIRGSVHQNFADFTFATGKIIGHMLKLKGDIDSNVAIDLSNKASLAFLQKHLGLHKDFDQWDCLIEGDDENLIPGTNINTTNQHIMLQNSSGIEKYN
PAFAH1B2 inh: inhibitors of human PAFAH1B2. 340,000 tested, 1.2% active. inhibition, % at 3.39 µM. AID 492953. recombinant PAFAH1B2, FP-rhodamine activity probe, fluorescence polarization;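 active = inhibition above the mean of all tested compounds plus 3 SD, cut at about 24% in these data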;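 also: 0% = enzyme with DMSO and 100% = wells lacking PAFAH1B2; many of its hits are not listed in these tables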
PME-1 primary: PME-1 (human) inhibition; Q9Y570; recombinant PME-1, FP-Rh probe fluorescence polarization; inhibition, % at 5.9 µM; 320,000 tested, 0.53% active;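 active = inhibition above the campaign mean of all compounds plus 3 SD, cut at about 26% in these data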;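 also: competitive labeling of PME-1 active site by serine hydrolase directed probe; 0% = PME-1 with DMSO and 100% = wells lacking PME-1 enzyme; inhibitors block probe labeling so polarization falls and inhibition rises; many of its hits are not listed in these tables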
Target sequence (Q9Y570 whole entry, looked up): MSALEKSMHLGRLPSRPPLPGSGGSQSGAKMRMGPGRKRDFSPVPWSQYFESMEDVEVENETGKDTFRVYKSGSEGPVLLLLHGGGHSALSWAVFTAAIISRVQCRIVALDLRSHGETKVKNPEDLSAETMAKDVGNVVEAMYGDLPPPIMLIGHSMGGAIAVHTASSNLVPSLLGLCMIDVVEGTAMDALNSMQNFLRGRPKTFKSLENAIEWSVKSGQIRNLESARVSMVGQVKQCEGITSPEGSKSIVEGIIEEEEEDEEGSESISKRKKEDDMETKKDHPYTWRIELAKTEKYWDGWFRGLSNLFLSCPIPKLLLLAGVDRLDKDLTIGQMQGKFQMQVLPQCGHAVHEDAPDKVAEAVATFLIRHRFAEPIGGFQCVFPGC
MEX-5 binding: C. elegans MEX-5 TCR-2 RNA binding activity; activity score (negative = inhibition of binding), % at 10 µM; 300,000 tested, 0.38% active; AID 1832; MEX-5/FITC-TCR2 RNA binding, fluorescence polarization; hits give low values;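 active = inhibition past about -25% in most replicates, and total fluorescence under double the plate's negative control median, limit read from the data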;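 also: 0% = DMSO and -100% = 5 µM competing unlabeled TCR2 RNA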
Numbers without * were called inactive; nt = not tested or not shown.

SMILES	AHR act	Fam108B counter	GLD-1 RNA inh	BCLXL inh	MCL1 BIM primary	pPAFAH FP inh	PAFAH1B2 inh	PME-1 primary	MEX-5 binding
CN1CCC(=O)N(CCSc2ccccc2)CC1	12	-1	-3	-5	-4	16	2	2	1.6
COC(=O)c1ccc(CNC(=O)CCNC(=O)c2ccco2)cc1	-1	nt	7	5	6	-1	3	-4	nt
O=C(O)CNC(=S)N(Cc1ccc(F)cc1)C1CCCCC1	0	0	1	4	0	3	3	0	0.3
Cc1ccc(Cn2nnnc2CN2CCC(O)(c3ccccc3F)CC2)cc1	1	0	4	4	4	2	2	0	2.2
COc1ccccc1C(=O)NC(C)C(c1cccs1)N1CCN(C)CC1 (stereo unspecified)	0	5	1	-1	-5	4	-1	2	-0.9
CNC[C@@H](CC1CCCCC1)NC[C@H](CC(C)C)NCCc1cccc(C(F)(F)F)c1	1	4	-1	2	7	3	4	0	45
Cn1c(=O)[nH]c(=O)c2c1nc(N1CCCCC1)n2CCCSc1nc2ccccc2s1	7	-2	-3	1	6	6	2	3	-0.3
COc1ccc(CNC(=O)C2CCN(S(=O)(=O)c3c(C)noc3/C=C/N(C)C)CC2)cc1	1	-3	-27	-27	-35	1	12	-1	-4.6
CC(Oc1ccc(Cl)cc1Cl)C(=O)N(Cc1ccco1)C1CCS(=O)(=O)C1 (stereo unspecified)	-1	4	-7	2	-3	3	2	-5	-2.9
Cn1c(SCC(=O)Nc2ccc(N3CCOCC3)c(Cl)c2)nnc1C(O)c1ccccc1 (stereo unspecified)	1	-2	10	-7	-5	3	-1	7	0.5
COc1ccc(Cl)cc1S(=O)(=O)N1CCC(O)(c2ccc(Cl)cc2)CC1	2	1	2	-1	-5	2	3	0	-0.9
CCOC(=O)Cc1c(C)nc2c(-c3ccccc3)c[nH]n2c1=O	5	3	-9	2	-3	8	0	-1	0.0
COC(=O)C(COC(=O)c1c(F)cccc1F)NC(=O)c1c(F)cccc1F (stereo unspecified)	4	4	-6	-1	-11	15	3	1	0.3
Nc1nc(CSc2nnnn2-c2ccc(F)c(Cl)c2)nc(N2CCOCC2)n1	7	-1	-3	-1	3	-3	1	-4	-1.3
CC1CCCN(C(=O)C2CCC(CNc3c(N4CCCCC4)c(=O)c3=O)CC2)C1 (stereo unspecified)	0	-2	-4	3	4	8	4	-3	-1.7
COc1cc(C(C)=O)ccc1OCC(=O)NCC1(N2CCCCC2)CCCCC1	1	3	2	-7	-11	-3	5	-2	3.2
O=C(O)c1cc(N/N=C/c2cccnc2)ccc1Cl	11	-1	-10	-8	-20	4	2	1	-3.2
Cc1cc(=O)nc2c3ccccc3n(C(C)C(=O)Nc3c(F)c(F)c(F)c(F)c3F)n12 (stereo unspecified)	2	-5	3	-5	-14	0	2	3	-2.8
C/C(=N\NC(=O)c1cc(Cl)ccc1O)c1ccc(Br)s1	13	4	4	1	11	5	7	-3	nt
O=C(C[C@@H]1C/C=C\C[C@@H](Cc2ccc(F)cc2)C(=O)OC[C@H]2CCCN2C1=O)N[C@H](CO)Cc1ccccc1	0	nt	3	nt	nt	-1	31*	nt	nt
CC(=O)Nc1ccc(C(=O)Nc2cccc(S(=O)(=O)N(C)c3ccccc3)c2)cc1	4	nt	-1	-2	-2	-6	-4	-14	nt
COc1nc(NC(=O)c2ccc(F)cc2)nc(OC)c1-c1ccccc1	5	2	-5	3	7	2	-4	-9	-1.8
CCOC(=O)CSc1nc(N2CCOCC2)c2c(c1C#N)CC(C(C)C)OC2 (stereo unspecified)	-2	-3	5	2	6	6	2	6	-0.2
CC(=O)Nc1ccc(S(=O)(=O)Oc2ccccc2N2CCCCC2)cc1	3	-2	-3	4	-9	2	21	8	-0.7
COC(=O)CNC(=O)C1Nc2ccccc2C2C=CCC12 (stereo unspecified)	6	7	6	23	22	16	3	7	-13
Cc1ccc(CS(=O)(=O)Cc2ccc(C(=O)NC3CC3)o2)cc1	-1	0	33*	4	5	23	6	-5	0.1
CC(C)(C)C(=O)N1CCN(c2ccc([N+](=O)[O-])c(NCc3cccnc3)c2)CC1	3	1	-8	-2	-6	1	3	-1	-0.7
O=C(O)c1ccccc1-c1nc(-c2ccccc2)c(-c2ccccc2)[nH]1	6	-3	4	7	-2	5	11	-1	-1.4
CNC(=S)N1CCN(c2nc3ccccc3s2)CC1	-8	-1	1	8	9	2	3	-1	2.6
CCOc1ccc(Br)cc1CN(CC)CC	-2	1	2	0	-5	0	4	4	-0.3
Brc1ccc(-c2ccc(/C=N/Nc3nncc(-c4ccccc4)n3)o2)cc1	19	6	-2	-4	9	6	2	4	-2.0
CCCc1cc(=O)oc2c(CN3CCCC3)c(O)c(Cl)cc12	-1	1	2	3	0	2	4	-1	-0.8
Cc1cccc(NC(=O)COC(=O)Cc2cccs2)c1C	-2	1	3	0	-8	25*	1	-6	-4.1
COCc1nnc(NC(=O)c2ccc(NC(=O)C(C)C)cc2)s1	1	2	-2	6	10	4	3	1	0.0
CSc1nnc(C)c(=O)n1COC(=O)/C=C/c1ccc2c(c1)OCO2	-1	-1	1	2	1	1	-5	6	1.4
CCc1ccc(NC(=O)C2CC=CCC2C(=O)O)cc1 (stereo unspecified)	0	-4	6	3	-1	0	3	-1	1.7
COc1ccc(C(=O)CCc2ccc(OC)c(OC)c2)cc1	-1	2	8	5	-2	5	5	-2	0.6
CSc1ccc(CNc2ccccn2)cc1	4	8	1	-13	-18	3	3	11	1.8
COc1ccc(C(=O)N2CCCC(c3ccccc3)C2)cc1 (stereo unspecified)	0	-4	-3	4	3	12	6	11	nt
O=C(COC(=O)Cc1n[nH]c(=O)c2ccccc12)Nc1c(Cl)cccc1C(F)(F)F	6	0	-1	-2	-6	1	-3	12	0.5
Cc1c(Cl)cccc1NC(=O)[C@@]1(CC(=O)O)CC(/C=C/c2ccccc2)=NO1	2	-1	-6	2	2	3	3	-7	-1.6
COc1ccc(CCNC(=O)C(=O)NCC2OCCN2C(=O)c2ccc(Cl)cc2)cc1 (stereo unspecified)	0	5	-1	0	2	0	1	-2	0.3
CN(C)S(=O)(=O)c1cccc(NC(=O)COC(=O)[C@H](Cc2ccccc2)NC(=O)c2ccco2)c1	-2	nt	9	nt	nt	-5	3	nt	nt
Cc1ccc2nc(NC(=O)C3CCN(C(=O)c4ccc(F)cc4)CC3)sc2c1	-6	0	0	3	1	6	2	-5	-2.1
Cc1cccc(C(=O)CC(=O)c2cc(Cl)ccc2O)c1	17	3	11	-4	0	-1	-1	5	6.1
CC(=O)c1cc2c(cc1N/C(=N/S(=O)(=O)c1ccc(C)cc1)c1ccc(Cl)cc1)OCO2	45	0	2	0	-2	3	1	4	-0.3
O=C(CSc1nc2c(sc3ccccc32)c(=O)n1CCc1ccccc1)NCc1ccco1	3	-6	-7	-7	-6	1	-6	2	0.1
O=C(NC12CC3CC(CC(C3)C1)C2)c1cc(F)c(F)c(F)c1F	2	-1	-6	-14	-21	0	6	2	-2.3
COc1ccc(NC(=O)CSc2nccn2C)cc1S(N)(=O)=O	6	1	7	-7	-6	4	-3	-7	-0.2
Cc1c(Cl)cccc1NC(=O)CNC(=O)c1ccccc1F	-2	1	-1	3	4	5	3	1	-3.7
Cc1cccc(NC(=S)NC(=O)c2ccc(-c3ccccc3)cc2)n1	22	-15	4	3	5	-2	-8	-8	1.8
N/C(=N\OC(=O)c1cccc(Cn2cc(C(F)(F)F)ccc2=O)c1)c1ccccc1	-3	-1	7	4	-2	-10	0	-6	0.0
COc1ccc(C2C(C#N)=C(N)Oc3n[nH]c(C)c32)cc1Cn1nnc2ccccc21 (stereo unspecified)	0	1	1	7	-3	6	1	22	-1.2
O=C(Nc1cccc(S(=O)(=O)N2CCCCCC2)c1)C1=COCCO1	4	3	2	1	-1	-1	4	2	1.1
COc1cc(F)c(C2=CC(=O)CC(C)(C)C2)cc1F	0	nt	-7	-1	3	3	-3	-1	nt
Cn1c(C2=C(O)CN(Cc3ccccc3)C2=N)[n+](C)c2ccccc21	-1	-2	13	3	1	1	0	-6	nt
CCC(=NCc1ccccc1)C1=C(O)C(C(=O)OC)C(C)(C)CC1=O (stereo unspecified)	1	0	2	4	-1	3	1	0	-1.0
CCOC(=O)c1nn(-c2ccc(C)c(C)c2)c(=O)c(C#N)c1C	1	0	-7	7	0	7	-2	-2	-0.4
C#CCOCCOCCOCCNc1nc(N2CCN(C(=O)CCCCCCCCCCNC(=O)Cn3cc(CCCCCN)nn3)CC2)nc(N2CCN(C(=O)CCCCCCCCCCNC(=O)Cn3cc(C[C@@H](C)O)nn3)CC2)n1	-1	-2	3	-60	-165	15	1	2	nt
Cc1nnc(NC(=O)C(c2ccccc2)c2ccccc2)s1	-2	6	10	2	2	-4	3	1	1.3
The results go on:
SMILES	AHR act	Fam108B counter	GLD-1 RNA inh	BCLXL inh	MCL1 BIM primary	pPAFAH FP inh	PAFAH1B2 inh	PME-1 primary	MEX-5 binding
COc1ccc(/C=C2\Oc3cc(OCC(=O)N4CCC(C(=O)O)CC4)ccc3C2=O)c(OC)c1OC	0	0	4	-3	-6	-6	0	-1	-1.0
COc1ccc(CNC(=O)Cn2ccc(NC(=O)OCc3ccccc3)nc2=O)cc1	-1	nt	0	2	2	0	11	-2	nt
CCn1c(C(=O)NCCCc2ccccc2)cc2sccc21	6	0	2	1	-2	8	8	-3	0.2
COc1ccc(-c2cc(C(F)(F)F)nc(N)n2)cc1	1	-6	1	7	4	2	7	3	1.7
NC(=O)C(F)(F)C12OC3C4C5CC(C6C5C3C61)C42 (stereo unspecified)	-1	-3	-4	3	9	-1	9	-3	2.9
O=C(CCc1ccc(S(=O)(=O)N2CCOCC2)cc1)Nc1ccc(F)cc1[N+](=O)[O-]	-1	nt	3	nt	nt	4	4	nt	nt
CC(C)(C)OC(=O)N1CCC2(CC1)Oc1ccc(F)cc1C(=O)C21CC(c2cccnc2)=NO1 (stereo unspecified)	-1	-1	-1	0	0	-4	-4	4	-1.0
O=C1CC(c2ccc(F)cc2)C2=C(CCCC2=O)N1 (stereo unspecified)	-1	-3	-3	-2	-9	2	2	-3	-1.9
Cc1cc(/C=C2/NC(=S)NC2=O)c(C)n1-c1cccnc1	38	-1	1	4	15	8	-18	1	-0.6
Cc1ccc(C(=O)NCCNC(=O)c2cccnc2)cc1	6	2	7	4	3	1	0	-1	0.8
CC1=C(c2ccc(C)cc2)[N+](=O)C(C)(C)N1[O-]	3	2	-2	4	-8	3	1	-2	3.2
CCN(CC(=O)NC1CC1)S(=O)(=O)c1ccc(C)cc1	0	-3	0	1	10	1	1	-1	2.0

Marked active in GLD-1 RNA inh, of those listed so far:
mol | AHR act | GLD-1 RNA inh | BCLXL inh | MCL1 BIM primary | pPAFAH FP inh | PAFAH1B2 inh | PME-1 primary | MEX-5 binding
Cc1ccc(CS(=O)(=O)Cc2ccc(C(=O)NC3CC3)o2)cc1 | -1 | 33* | 4 | 5 | 23 | 6 | -5 | 0.1

Next part:
SMILES	AHR act	Fam108B counter	GLD-1 RNA inh	BCLXL inh	MCL1 BIM primary	pPAFAH FP inh	PAFAH1B2 inh	PME-1 primary	MEX-5 binding
O=C(COC(=O)c1ccc2[nH]c3c(c2c1)CCCC3)Nc1ccccc1	3	2	-1	-1	-24	43*	3	8	2.5
COc1ccc(NC(=O)C/C(C)=N/NC(=O)C(=O)Nc2cccc(Cl)c2C)c(OC)c1	-5	1	-5	2	6	4	-2	-2	-1.1
COC(=O)[C@H]1[C@@H](C)N(CCc2cc(OC)c(OC)c(OC)c2)C(=O)N[C@H]1c1ccccc1	2	1	-3	5	14	-1	2	1	-1.9
CCCOc1ccc(NC(=O)c2c(-c3ccccc3)noc2C)cc1	-1	2	9	2	-4	9	1	-5	1.7

Compound activity deposited in PubChem BioAssay by several laboratories.

These rows are one share of the data; rates above refer to the full screens.
